LDHA block: inhibitors of human lactate dehydrogenase A; P00338; purified LDHA, NADH/diaphorase-resazurin fluorescence; stronger effect = lower value; activity change, % (values are at about 110 or 230 µM); actives 0.15% (n = 480,000); in the data active = activity change below about -30%; inconclusive = mostly about -25% to -30%;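 note: plate controls were DMSO wells for no effect and wells without enzyme for full effect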
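Remaining NADH was detected by diaphorase (0.133 mg/mL) converting 37 µM resazurin to fluorescent resorufin, read at 0 and 20 minutes. The preceding 5-minute room-temperature reaction used 2 nM LDHA, 0.2 mM sodium pyruvate and 0.06 mM NADH at pH 7.4.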
12-LOX inh: blocks human arachidonate 12S-lipoxygenase | P18054 | purified 12hLO, xylenol orange hydroperoxide absorbance | Potency, µM (series often up to 108 µM), for the others: at the top dose activity change, negative = inhibition, usual class: inhibitors | actives 1.1% (n = 580,000) | AID 1671190; note: potency is the fitted concentration of half-maximal effect; % is set by controls: 0 for no effect and ±100 for the full control effect
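Purified human 12hLO (150 nM final) in 25 mM Hepes, 0.01% Triton X-100, pH 7.0 was preincubated 15 min at room temperature with compound. Then 40 uM arachidonic acid was added, 30 min. Hydroperoxide was read by Fe-XO absorbance ratio 573/405 nm.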
D2 agonist: D2 dopamine receptor (human) agonism | P14416 | HEK293 T-REx D2 cells, calcium flux agonist mode | activation, % at 2 µM | actives 0.53% (n = 340,000) | AID 485358;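 active = activation over 3 SD above normal in the single-dose calcium agonist read, cut at about 30% in these data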; note: 0% is about no effect
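HEK293 Trex D2 cells, tetracycline-induced, o/n 30 C 5% CO2; no-wash Ca dye, RT 30–90 min; 10-cycle baseline, 23 nl cpd added, kinetic Ca read 180 s; agonist hits = positive Ca response.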
Vif-A3F inh: inhibitors of Vif-A3F interaction; HeLa A3F-eYFP + Vif (tagged APOBEC3F with the HIV-1 protein that degrades it), YFP fluorescence increase; Potency, µM (series often up to 46.1 µM), for the others: top-dose activity, negative = active; AID 602313; actives 0.2% (n = 390,000); note: potency is the fitted concentration of half-maximal effect; % of control where 0% means no effect; nearly all actives have a fitted effect of over 65% in size
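Fluorescence increase (Ex 488/Em 500-530) after overnight compound treatment at 37 deg C flags inhibition of Vif-driven A3F-eYFP loss in stable HeLa A3F-eYFP/Vif cells seeded overnight beforehand.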
RGS4 inhibitor: blocks human RGS4-accelerated GTP hydrolysis. P49798. Transcreener GDP fluorescence polarization, RGS4-accelerated GTP hydrolysis. Potency, µM (doses to about 114 µM), without a hit: at the top dose activity change, negative = inhibition, actives largely listed as inhibitors. actives 0.039% (n = 390,000). AID 504845; note: potency is the fitted concentration of half-maximal effect; % is set by controls: 0 for no effect and ±100 for the full control effect; nearly all actives have a fitted effect of over 75% in size; some results filed as inactive show a strong effect at the top dose
Target sequence (P49798 whole entry, looked up): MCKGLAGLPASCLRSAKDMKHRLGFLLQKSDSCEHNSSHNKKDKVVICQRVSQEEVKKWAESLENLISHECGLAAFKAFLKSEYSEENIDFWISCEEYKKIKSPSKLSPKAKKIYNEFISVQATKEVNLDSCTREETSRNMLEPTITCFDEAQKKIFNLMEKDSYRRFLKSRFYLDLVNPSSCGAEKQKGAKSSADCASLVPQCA
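MLSMR compounds (23 nl, pin-transferred) preincubated 10 min at room temperature with a 500nM (2x) first reagent, then RGS4 at 900nM (2x) plus Transcreener GDP mix added; fluorescence polarization (620/688 nm) read before and after 90 min at 30 °C.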
Vif-APOBEC3G blk: blocks the Vif interaction with human APOBEC3G | HeLa A3G-eYFP + Vif (tagged APOBEC3G with the HIV-1 protein that degrades it), YFP fluorescence, overnight | Potency, µM (highest dose often 46.1 µM), for the others: at the highest dose activity, negative = active, usual class: inhibitors | actives 0.076% (n = 410,000) | AID 602310;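 note: potency is the fitted concentration of half-maximal effect; % is set by controls: 0 for no effect and ±100 for the full control effect; nearly all actives have a fitted effect of over 60% in size; hits raise eYFP signal because A3G escapes Vif-driven loss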
Target sequence (Q9HC16 whole entry, looked up): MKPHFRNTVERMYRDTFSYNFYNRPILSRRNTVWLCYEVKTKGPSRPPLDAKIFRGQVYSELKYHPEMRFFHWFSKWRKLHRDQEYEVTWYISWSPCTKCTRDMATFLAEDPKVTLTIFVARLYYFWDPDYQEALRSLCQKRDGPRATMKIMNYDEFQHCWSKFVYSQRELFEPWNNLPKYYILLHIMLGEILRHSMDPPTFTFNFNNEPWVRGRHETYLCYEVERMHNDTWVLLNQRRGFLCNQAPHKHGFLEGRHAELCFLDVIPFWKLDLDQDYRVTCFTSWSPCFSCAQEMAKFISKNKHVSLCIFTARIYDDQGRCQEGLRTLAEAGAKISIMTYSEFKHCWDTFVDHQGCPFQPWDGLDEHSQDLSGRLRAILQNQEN
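Read-out is eYFP fluorescence (Ex 488/Em 500-530) from Vif-expressing HeLa A3G-eYFP cells; more signal means A3G escaped Vif-mediated degradation. Cells plated overnight, compound pinned in, incubated overnight at 37 deg C.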
D2 antag: D2 dopamine receptor (human) antagonism | P14416 | HEK293 TREx D2 cells, calcium flux, dopamine EC80 | inhibition, % at 10 µM | actives 2% (n = 340,000) | AID 485344; in the data active = inhibition above about 30%; note: 0% is about no effect
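Inhibition of EC80 dopamine-driven calcium flux, recorded kinetically, defines activity here; cells are a tetracycline-induced HEK293 T-REx line expressing force-coupled D2.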
Glioma ERSR ind: ER stress response induction in glioma; Potency, µM, without a hit: at the highest dose activation, most hits filed as activators; U87-MG GRP78 promoter luciferase reporter, 16 h; actives 0.02% (n = 420,000); AID 602332; note: potency is the fitted concentration of half-maximal effect; series mostly up to about 76 µM; % of control where 0% means no effect; nearly all actives have a fitted effect of over 35% in size
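ERSR induction read as luciferase luminescence (Bright-Glo, 10 min at room temperature) in stably transfected human U87-MG glioma cells exposed to compounds for 16 h, using GRP78 as sensor.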
ERG Ets-DNA blk: ERG Ets/DNA interaction inhibition; fluorescence polarization, His-ERG Ets domain / labelled DNA; AID 624246; actives 0.028% (n = 370,000); Potency, µM (titrated, usually from 76.9 µM), for inactives: at the highest dose FP activity, negative = inhibition, usual class: inhibitors; active = well fitted inhibition curve with a large enough effect in the polarisation, with a control signal flat; inconclusive = small, poorly fitted or top-dose-only effect, or effect the other way, or a change in a side signal; inactive = no such curve, though single readings can be large or run the other way; the % refers to the polarisation;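 note: polarization taken with two DNA probes labelled with fluorescein and Texas red; potency is the fitted concentration of half-maximal effect; % of control where 0% means no effect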
Target sequence (P11308 whole entry, looked up, the tested form may be a part): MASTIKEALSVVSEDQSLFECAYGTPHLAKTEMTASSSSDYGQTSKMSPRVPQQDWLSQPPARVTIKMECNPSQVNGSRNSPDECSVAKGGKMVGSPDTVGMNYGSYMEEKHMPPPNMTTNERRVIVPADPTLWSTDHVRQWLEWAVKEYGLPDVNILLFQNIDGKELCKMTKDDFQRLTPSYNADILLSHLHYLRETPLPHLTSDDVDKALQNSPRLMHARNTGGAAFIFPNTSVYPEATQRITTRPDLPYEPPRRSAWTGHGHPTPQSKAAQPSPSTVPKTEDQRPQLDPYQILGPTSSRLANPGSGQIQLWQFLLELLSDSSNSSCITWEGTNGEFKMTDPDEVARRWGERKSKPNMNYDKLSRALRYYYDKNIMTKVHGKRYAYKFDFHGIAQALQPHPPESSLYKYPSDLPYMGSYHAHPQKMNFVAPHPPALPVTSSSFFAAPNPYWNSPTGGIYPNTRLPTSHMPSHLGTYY
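His-tagged ERG Ets domain (1 uM in the protein solution; 300mM KCl, 50mM Tris-HCl, 1mM EDTA, 1mM DTT, pH 7.5) received compound, then a probe mix of 5 nM fluorescein-DNA and 100nM Texas-615-DNA. Fluorescence polarization was read for both dyes.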
* marks the source's active call; other numbers are inactive results; ? = inconclusive; . = no result given; [ ] = dose if it differs, or a comment. Unless noted, calls come from the whole dose curve; as a rule, active = well fitted curve in the direction sought with a large enough effect; inconclusive = small, poorly fitted or top-dose-only effect, or another doubt; inactive = no such curve, though single readings can be large; an effect the other way counts as inactive or inconclusive. The list is partial; the hit share may differ from the screen's.

Sample of the layout:
SMILES	LDHA block	12-LOX inh	D2 agonist	Vif-A3F inh	RGS4 inhibitor	Vif-APOBEC3G blk	D2 antag	Glioma ERSR ind	ERG Ets-DNA blk
CCc1nc2ccccc2n1CC(=O)N1CCN(Cc2ccccc2)CC1	-12	-3%	0.6	-2%	?	-1%	0	-3%	29%
CCn1c2ccccc2c2nnc(SCC(=O)c3c(N)n(C)c(=O)n(C)c3=O)nc21	-4	4%	0.5	-3%	7%[56.9 µM]	-1%	-9	-2%	4%

This part in full (from the top)
SMILES	LDHA block	12-LOX inh	D2 agonist	Vif-A3F inh	RGS4 inhibitor	Vif-APOBEC3G blk	D2 antag	Glioma ERSR ind	ERG Ets-DNA blk
CCc1nc2ccccc2n1CC(=O)N1CCN(Cc2ccccc2)CC1	-12	-3%	0.6	-2%	?	-1%	0	-3%	29%
CCn1c2ccccc2c2nnc(SCC(=O)c3c(N)n(C)c(=O)n(C)c3=O)nc21	-4	4%	0.5	-3%	7%[56.9 µM]	-1%	-9	-2%	4%
COc1ccc(NC(C)C(=O)N/N=C/c2ccccc2OCc2ccc(Br)cc2)cc1 (stereo not given)	-3	0%	-0.2	1%	22%	-11%	4	-1%	6%
Cn1cc(-c2coc3c(C(=O)Nc4ccccc4)cccc23)cn1	0	-19%	.	.	.	?	.	0%	.
CC(C)CC(NC(=O)c1ccccc1)C(=O)OCC(=O)Nc1ccc(S(N)(=O)=O)cc1 (stereo not given)	0	3%	-1.0	5%	-14%	2%	10	-5%	9%
O=C(COc1ccc(S(=O)(=O)N2CCCCC2)cc1)NCc1cccnc1	1	11%	-0.1	3%	-16%	4%	-4	-2%	-12%
O=c1cnnc(N/N=C/c2ccccn2)[nH]1	-1	64%[activator]	-0.3	-31%	-8%[11.4 µM]	-20%	10	-7%	-9%
O=C(CCc1ccccn1)N1CCCC(N2CCN(c3ccc(F)cc3)CC2)C1 (stereo not given)	-1	3%	0.0	-15%	20%	0%	-3	-4%	3%
CS(=O)(=O)N1CCC(C(=O)NCCC2=CCCCC2)CC1	1	21%	-2.5	-12%	8%	-1%	8	-2%	.
Cc1cc(C)cc(CC2CC(=O)N(c3ccc(Cl)cn3)C2=O)c1 (stereo not given)	0	0%	0.0	-14%	-6%	0%	5	-4%	2%
CCCNc1nc(Cl)nc(NCc2cccnc2)n1	-12	?	0.4	6%	-11%	-1%	-7	-2%	5%
Cc1ccccc1NC(=O)COC(=O)C1C2CC3OC(=O)C1C3C2 (stereo not given)	-8	7%	-0.3	-14%	13%	-1%	1	-6%	-1%
CC1CCN(C(=O)CN(c2ccc(Cl)c(C(F)(F)F)c2)S(C)(=O)=O)CC1	-5	13%	0.5	-1%	19%	0%	4	-1%	.
CCC1(CC)NC(=O)N(CC(=O)Nc2cccc3ccccc23)C1=O	-4	3%	.	-27%	-21%	0%	.	-7%	.
CCN1CCCc2cc(CN(CCN3CCOCC3)C(=S)Nc3cc(F)cc(F)c3)ccc21	-1	14%	0.1	-3%	-15%	0%	8	-3%	16%
CCOC(=O)C1=C(COC(=O)/C=C/c2ccco2)NC(=O)NC1C (stereo not given)	3	-23%	-0.2	4%	?	-2%	-7	1%	7%
CCOc1ccc(C(=O)Nc2ccc3c(c2)N(C(C)=O)CCC3)cc1OCC	4	-10%	.	-3%	-13%	-1%	.	-5%	10%
CCC1CCCCN1S(=O)(=O)c1ccccc1 (stereo not given)	-2	0%	-0.8	3%	-22%	-1%	2	-2%	-6%
CC1CN(C(=O)c2c([N+](=O)[O-])cnn2C)CC(C)O1 (stereo not given)	1	21%	0.9	-2%	9%	-1%	22	-1%	-1%
Cc1ccc(/C=N/NC(=O)C(O)c2ccccc2)o1 (stereo not given)	-2	15%	0.7	-8%	11%	3%	-4	-2%	0%
CCCOc1ccc(CC(=O)N/N=C\c2ccc(F)cc2)cc1	-3	82%[activator]	-0.4	-1%	5%	0%	18	1%	0%
COc1ccc(COc2ccsc2C(=O)Nc2ccc(Cl)cc2)cc1	-5	-24%	0.5	-5%	-22%	-3%	40*	-3%	-8%
COC(=O)c1c(Oc2ccc(C(C)=O)cc2)nnc(-c2ccccc2)c1-c1ccccc1	-4	-22%	-0.3	5%	8%	-3%	.	-5%	-18%
c1ccc(Cc2nnc3sc(-c4ccc5c(c4)OCCO5)nn23)cc1	1	126%[activator]	0.6	-1%	3%	-5%	2	-6%	-14%
Cc1cc(C)c2cc(CN(Cc3ccco3)C(=S)NCC3CCCO3)c(=O)[nH]c2c1 (stereo not given)	-1	?	-5.5	3%	-45%	1%	-22	-2%	8%
Going on with the list.
SMILES	LDHA block	12-LOX inh	D2 agonist	Vif-A3F inh	RGS4 inhibitor	Vif-APOBEC3G blk	D2 antag	Glioma ERSR ind	ERG Ets-DNA blk
CC(C)(C)OC(=O)N1CC=C2C(C#N)=C(N)C(C#N)(C#N)[C@H](c3cccnc3)[C@H]2C1	19	5%	0.2	?	-25%	-6%	-1	-6%	-3%
O=C(NCCN1CCOCC1)c1ccc2ccccc2c1	-1	151%[activator]	0.5	-1%	-25%	0%	-1	4%	-7%
C[C@@H]1CN([C@H](C)CO)C(=O)c2cc(Br)cnc2O[C@@H]1CN(C)C(=O)c1ccccc1	1	5%	.	-2%	.	1%	.	-1%	.
COc1ccc(S(=O)(=O)NCc2cccnc2)cc1Br	-1	55%[activator]	0.9	0%	0%	2%	-5	-3%	-3%
Cc1ccc(OCCn2cc(/C=C(\C#N)C(=O)NCC3CCCO3)c3ccccc32)cc1 (stereo not given)	-9	?	-0.1	-9%	5%	2%	15	-1%	-2%
CCc1ccc(NC(=O)CSc2nc3c(c(=O)n(C)c(=O)n3C)n2C)cc1	-7	372%[activator]	-0.3	-5%	-3%	0%	-2	-6%	-7%
O=C(Nc1nc(-c2ccccc2)cs1)c1cccc(S(=O)(=O)N2CCN(Cc3ccccc3)CC2)c1	2	-27%	.	-19%	-14%	-2%	.	0%	12%
CC(C)CNC(=O)COC(=O)c1ccc(Cl)c(S(=O)(=O)N2CCc3ccccc32)c1	1	-7%	1.7	6%	-6%	-2%	13	-2%	-4%
COc1ccccc1C(C)NC(=O)C1CCN(S(=O)(=O)c2cccs2)CC1 (stereo not given)	-2	0%	-0.3	0%	-13%	6%	26	-4%	11%
O=C(CSCn1nnc2c(=O)[nH]c(Cc3ccc(F)cc3)nc21)Nc1ccccc1	-21	3%	-0.2	4%	-6%	1%	.	4%	-1%
CCCCCCSc1cc(-c2nc3ccc(Cl)cn3c2NC2CCCCC2)ccc1OC	2	-27%	1.1	-7%	14%	0%	-11	-2%	7%
OCC1=C[C@@H](O)[C@@H]2C=CO[C@@H](O[C@@H]3O[C@H](CO)[C@@H](O)[C@H](O)[C@H]3O)[C@H]12	-7	-5%	.	2%	1%	0%	.	-1%	0%
Cc1ccc(Nc2ccc(NCc3ccccc3)nn2)cc1C	-1	-4%	1.1	-5%	1%	2%	5	1%	6%
CN(C)CCNc1nc(-c2ccco2)c2c(c1C#N)CC(C)(C)OC2	14	-6%	0.4	-3%	-18%	2%	-24	-4%	3%
CC1C(=O)N2CCCc3cc(NC(=O)C(=O)NCCc4ccc(F)cc4)cc1c32 (stereo not given)	-3	-9%	0.4	2%	3%	?	7	-4%	-5%
COc1ccc([C@H]2CC(=O)C=C(c3ccc(Cl)c(F)c3)C2)cc1	-7	?	-0.4	5%	23%	-1%	-9	-7%	-8%
CCOC(=O)C1=C(C)C(c2ccccc2O)NC(=O)N1 (stereo not given)	-6	16%	-0.4	2%	14%	-7%	0	-1%	11%
Cn1c(N)c(C(=O)COC(=O)c2cc(C(F)(F)F)nc3ccccc23)c(=O)n(Cc2ccccc2)c1=O	5	.	1.1	-3%	28%	-1%	-14	-2%	-3%
CCOC(=O)C1=C(c2ccccc2)Nc2ncnn2C1c1cccc(O)c1 (stereo not given)	-3	-15%	-0.7	2%	29%	0%	3	-5%	-13%
CCN(CC)CCNC(C(=O)Nc1ccc([N+](=O)[O-])cc1Br)c1ccccc1 (stereo not given)	-2	-3%	.	0%	-29%	1%	.	-3%	?

An excerpt from above in order of molar mass, largest number first.
SMILES	LDHA block	12-LOX inh	D2 agonist	Vif-A3F inh	RGS4 inhibitor	Vif-APOBEC3G blk	D2 antag	Glioma ERSR ind	ERG Ets-DNA blk
CCCCCCSc1cc(-c2nc3ccc(Cl)cn3c2NC2CCCCC2)ccc1OC	2	-27%	1.1	-7%	14%	0%	-11	-2%	7%
CC(C)CNC(=O)COC(=O)c1ccc(Cl)c(S(=O)(=O)N2CCc3ccccc32)c1	1	-7%	1.7	6%	-6%	-2%	13	-2%	-4%
COc1ccccc1C(C)NC(=O)C1CCN(S(=O)(=O)c2cccs2)CC1 (stereo not given)	-2	0%	-0.3	0%	-13%	6%	26	-4%	11%
CC(C)(C)OC(=O)N1CC=C2C(C#N)=C(N)C(C#N)(C#N)[C@H](c3cccnc3)[C@H]2C1	19	5%	0.2	?	-25%	-6%	-1	-6%	-3%
CCc1ccc(NC(=O)CSc2nc3c(c(=O)n(C)c(=O)n3C)n2C)cc1	-7	372%[activator]	-0.3	-5%	-3%	0%	-2	-6%	-7%
CN(C)CCNc1nc(-c2ccco2)c2c(c1C#N)CC(C)(C)OC2	14	-6%	0.4	-3%	-18%	2%	-24	-4%	3%
COc1ccc([C@H]2CC(=O)C=C(c3ccc(Cl)c(F)c3)C2)cc1	-7	?	-0.4	5%	23%	-1%	-9	-7%	-8%
